High-throughput results from PubChem.
PP1 counter: counter-screen for PP5 inhibitors: inhibitors of human PP1-alpha. P62136. AID 2235. purified PP1alpha, OMFP fluorescence. hit rate 0.9% among 320,000. inhibition, % at 6.7 µM;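 active means inhibition above the mean inhibition of all tested compounds plus 3 SD, computed separately for each screening campaign, cut at about 15% in these data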
Target sequence (P62136 whole entry, looked up): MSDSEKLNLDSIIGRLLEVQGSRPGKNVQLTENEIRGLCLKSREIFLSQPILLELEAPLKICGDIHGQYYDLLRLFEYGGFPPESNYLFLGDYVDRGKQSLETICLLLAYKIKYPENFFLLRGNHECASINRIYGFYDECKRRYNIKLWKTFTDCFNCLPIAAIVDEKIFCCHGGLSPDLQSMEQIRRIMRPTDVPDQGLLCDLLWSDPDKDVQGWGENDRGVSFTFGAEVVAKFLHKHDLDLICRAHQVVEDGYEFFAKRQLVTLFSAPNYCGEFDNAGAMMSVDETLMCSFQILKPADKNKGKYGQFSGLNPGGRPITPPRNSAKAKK
EBNA-1 inhibitor: blocks EBNA-1 binding to DNA. EBNA-1 DNA binding, fluorescence polarization. inhibition, % at 14.8 µM. hit rate 0.34% among 300,000. AID 1950; in the data active means inhibition above about 28%
TPT1 inhibitor: C. albicans TPT1 enzyme inhibition; recombinant caTPT1, FP RNA substrate dephosphorylation; inhibition, % at 5 µM; hit rate 0.81% among 300,000;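 active means inhibition above the mean of all tested compounds plus 3 SD, set per screening campaign, cut at about 24% in these data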;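 further: plate controls were DMSO alone for no effect and ferristatin control at 100 nM for full effect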
PP5 primary: blocks human protein phosphatase 5 activity; purified PP5c, OMFP substrate fluorescence; inhibition, % at 6.7 µM; hit rate 0.18% among 320,000; P53041;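 active means inhibition above the campaign's mean inhibition across all tested compounds plus 3 SD, cut at about 9.5% in these data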;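 further: 0% = DMSO only and 100% = 100 µM cantharidin control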
Target sequence (P53041 whole entry, looked up): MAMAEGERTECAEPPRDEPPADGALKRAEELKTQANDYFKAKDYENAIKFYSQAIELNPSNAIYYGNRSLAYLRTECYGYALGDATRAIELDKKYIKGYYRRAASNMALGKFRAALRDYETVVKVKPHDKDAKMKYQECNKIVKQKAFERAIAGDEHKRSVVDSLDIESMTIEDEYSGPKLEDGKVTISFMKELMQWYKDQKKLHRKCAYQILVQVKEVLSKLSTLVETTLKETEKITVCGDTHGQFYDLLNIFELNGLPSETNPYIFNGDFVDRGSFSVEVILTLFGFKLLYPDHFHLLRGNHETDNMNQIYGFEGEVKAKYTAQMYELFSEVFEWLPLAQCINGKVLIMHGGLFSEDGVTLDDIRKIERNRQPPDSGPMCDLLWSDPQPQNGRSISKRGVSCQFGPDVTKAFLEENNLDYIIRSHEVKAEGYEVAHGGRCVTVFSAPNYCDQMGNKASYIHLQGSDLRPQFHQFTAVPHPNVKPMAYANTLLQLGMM
PREPL inhibitor: inhibitors of human prolyl oligopeptidase-like enzyme PREPL; Q4J6C6; recombinant PREPL, fluorescence polarization activity-based probe; inhibition, % at 5.96 µM; hit rate 0.68% among 320,000; in the data active means inhibition above about 43%;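 further: 0% = enzyme with DMSO and 100% = wells lacking enzyme; many of its hits are not listed in these tables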
Efflux pump inh: antifungal efflux pump inhibition, Nile Red retention. inhibition, % at 10 µM. AID 485275. S. cerevisiae Candida pump triplex. hit rate 0.44% among 330,000;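 active means plate passing quality check with inhibition over a set limit, or well fluorescence over plate mean plus 4 SD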;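 further: Nile Red retained in pooled yeast measured as flow cytometry median fluorescence; 0% = buffer negative control and 100% = Enniatin B positive control; higher means more Nile Red kept so more efflux inhibition; some compounds called inactive have numbers as strong as hits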
core dimer inh: blocks dimerization of HCV core protein. hit rate 0.33% among 300,000. TR-FRET GST/Flag-core106 dimerization, 1536-well. inhibition, % at 5 µM;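 active means inhibition above the mean of all tested compounds plus 3 SD, set per screening campaign, cut at about 45% in these data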
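Assay system: tagged HCV core106 pair (GST and Flag); medium: KF-containing HEPES buffer, pH 7.45, DTT, CHAPS, BSA; also added: Eu donor and XL665 acceptor anti-tag antibodies; dosing: 5 µM single dose; timing: compound-protein-antibody incubation 4 h at 22.5 °C; signal: TR-FRET 671 and 617 nm emission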
CTSL1 counter: counter-screen for PFM18AAP inhibitors: inhibitors of F. hepatica cathepsin L1; recombinant F. hepatica cathepsin L1, Z-Leu-Arg-MCA fluorescence; inhibition, % at 5.96 µM; hit rate 0.49% among 300,000; AID 1906;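 active means inhibition above the mean of all tested compounds plus 3 SD, set per screening campaign, cut at about 17% in these data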;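 further: 0% = plate median of test compound wells and 100% = 1 µM Z-Phe-Ala-diazomethylketone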
ZTA DNA inh: ZTA (EBV) inhibition in EBNA-1 counter-screen; inhibition, % at 11 µM; ZTA-DNA binding, fluorescence polarization; hit rate 0.15% among 320,000; P03206; in the data active means inhibition above about 33%
Target sequence (P03206 whole entry, looked up): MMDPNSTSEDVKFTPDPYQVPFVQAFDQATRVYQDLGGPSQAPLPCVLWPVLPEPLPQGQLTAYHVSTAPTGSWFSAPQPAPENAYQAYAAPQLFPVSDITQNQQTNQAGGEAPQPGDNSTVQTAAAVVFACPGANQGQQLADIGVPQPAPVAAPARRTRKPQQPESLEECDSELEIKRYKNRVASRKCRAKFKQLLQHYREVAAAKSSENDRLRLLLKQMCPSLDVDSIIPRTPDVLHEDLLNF
Starred values were filed as active, the others as inactive; . = not tested or not shown. An excerpt. The share of hits here may be higher or lower than overall.

SMILES | PP1 counter | EBNA-1 inhibitor | TPT1 inhibitor | PP5 primary | PREPL inhibitor | Efflux pump inh | core dimer inh | CTSL1 counter | ZTA DNA inh
Cc1ccccc1C(=O)Nc1cccc(-c2cn3ccccc3n2)c1 | -1.3 | -6.2 | -1.7 | 1.6 | -2.7 | -0.1 | 2.4 | -1.8 | -11.1
CC1CC(C)CN(S(=O)(=O)N2CCCC(C(=O)NCCCN3CCOCC3)C2)C1 (centres undefined) | 0.8 | 11.5 | -0.5 | 0.6 | 20.5 | 0.0 | -37.0 | 6.2 | 4.4
CC1c2cccn2CCN1S(=O)(=O)c1ccccc1 (centres undefined) | -1.7 | . | . | 4.2 | 13.9 | 0.4 | . | . | 6.3
Cc1ccc(S(=O)(=O)N2CCCCC2)cc1NC(=O)C1CC(=O)N(Cc2ccccc2)C1 (centres undefined) | 1.3 | -7.4 | 2.2 | 4.9 | 9.3 | 0.3 | -6.2 | -4.8 | -11.1
Cc1n[nH]c(=O)c2c(NC(=O)CSc3ncccn3)oc(C)c12 | -8.8 | -3.0 | -2.9 | -4.5 | 17.4 | -0.3 | -10.8 | -4.3 | -7.6
COc1ccccc1NS(=O)(=O)c1cccc(C(=O)NNC(=O)c2ccc(=O)[nH]c2)c1 | -3.6 | . | . | -1.2 | -3.1 | 0.0 | . | . | 6.1
COc1ccc(/C=C/C(=O)c2ccc([N+](=O)[O-])o2)cc1OC | 0.6 | 9.1 | 1.2 | 2.2 | 7.7 | . | 9.3 | 4.7 | -15.5
CC(=O)c1ccccc1OC(=O)c1ccco1 | -5.2 | -5.4 | -3.0 | 2.3 | 0.8 | 0.2 | 2.5 | -4.2 | 5.9
CCOc1ccc(C(=O)NCC(=O)OCC(=O)Nc2nnc(-c3ccccc3)o2)cc1 | -0.9 | . | . | -0.4 | -3.4 | -0.1 | . | . | -6.2
CCOc1ccc(C(C)NC(=O)Nc2ccc(F)cc2F)cc1 (centres undefined) | -4.0 | 8.0 | -0.7 | -1.4 | 0.1 | 0.2 | 13.1 | 0.6 | -0.6
N#Cc1nc(COc2ccccc2F)oc1NCc1ccc(F)cc1 | -1.9 | -5.2 | 1.8 | 5.2 | -18.8 | -0.1 | 3.8 | -1.3 | 2.4
CC(C)c1ccc(NC(=O)C2C3C=CC4(O3)C2C(=O)N(CCN2CCOCC2)C4C(=O)NC2CCCCC2)cc1 (centres undefined) | -4.2 | -6.9 | -2.9 | 0.5 | 4.0 | -0.3 | -0.7 | 6.8 | 2.0
CCCCC(=O)N/N=C/c1cc([N+](=O)[O-])ccc1N1CCOCC1 | -4.2 | 1.5 | -0.8 | 1.5 | -6.3 | -0.3 | -2.9 | -0.1 | -1.6
COC(=O)c1c(NC(=O)c2ccc([N+](=O)[O-])o2)sc2c1CCN(C(C)C)C2 | 1.2 | -5.4 | -0.1 | 2.9 | 23.3 | 0.1 | 12.2 | 25.6* | -2.3
O=C(C1CCC(=O)N(C2CC2)C1)N1CCN(c2ccccc2Cl)CC1 (centres undefined) | -0.7 | -11.4 | -2.8 | 3.7 | 17.8 | 0.1 | -0.7 | -4.3 | -14.1
CCc1ccc(OCc2nnc(SCc3ccc(C(=O)O)cc3)o2)cc1 | -1.2 | 0.9 | -1.9 | 2.7 | -9.7 | 0.1 | 19.4 | -1.4 | 8.3
O=C1C=C(O)C(n2cncn2)C(c2ccc3c(c2)OCO3)C1 (centres undefined) | 2.7 | -4.1 | -2.6 | 1.0 | 16.3 | -0.2 | -17.8 | 0.8 | 0.8
CCCCOc1ccc(/C=N/NC(=O)c2nnn(-c3nonc3N)c2C)cc1 | -1.3 | 0.8 | -1.4 | -1.6 | 2.3 | -0.1 | -1.6 | -1.0 | -1.4
COc1ccc(Cl)cc1NC(=O)CN1C(=O)CC(C)S(=O)(=O)c2ccccc21 (centres undefined) | -3.5 | -5.9 | 3.3 | 1.9 | 0.0 | -0.2 | 5.4 | 4.2 | 9.9
CCOC(=O)c1c(-c2ccc(C)cc2)csc1NC(=S)NC(=O)c1ccccc1 | -3.5 | 6.3 | -4.0 | 1.6 | 2.1 | -0.1 | 12.9 | 2.1 | -1.3
COc1cc(OC)cc(C(=O)N/N=C(\C)CC(=O)Nc2ccccn2)c1 | 3.2 | 6.0 | -2.7 | -0.2 | 13.2 | 0.1 | -11.7 | -1.5 | -0.1
O=C(NCC(c1ccco1)N1CCN(c2ccccc2F)CC1)C(=O)NC1CC1 (centres undefined) | -3.6 | 0.3 | 3.0 | -0.3 | 13.5 | 0.2 | -1.8 | 0.4 | -1.9
CCN(CC)S(=O)(=O)c1cc(C(=O)O)ccc1OC | 0.8 | 9.8 | 0.5 | 0.7 | 0.3 | 0.0 | 2.1 | 1.6 | 8.4
O=C(O)[C@@H]1CCCN1c1ncnc2sc3c(c12)CCC3 | 0.3 | 0.2 | 1.9 | 0.4 | 14.9 | 0.1 | -1.5 | 1.2 | 4.2
Cc1noc(/C=C/N(C)C)c1S(=O)(=O)N1CCCC(C(=O)NC2CCCCC2)C1 (centres undefined) | 4.5 | -12.9 | 13.0 | -0.6 | 1.7 | 0.2 | -1.1 | 8.2 | -4.9
(further entries)
SMILES | PP1 counter | EBNA-1 inhibitor | TPT1 inhibitor | PP5 primary | PREPL inhibitor | Efflux pump inh | core dimer inh | CTSL1 counter | ZTA DNA inh
Cc1c(Cl)c([N+](=O)[O-])nn1CCCC(=O)Nc1cccc(Cl)c1Cl | -0.2 | 9.9 | -4.5 | 4.2 | 47.3* | -0.2 | -4.9 | 5.4 | 3.0
CC(=O)Nc1cnc2ccccc2n1 | 0.3 | -3.2 | -3.1 | 2.2 | 2.0 | 0.0 | -3.6 | -0.5 | 12.1
COCCOC(=O)c1ccc(NC(=O)COc2ccc([N+](=O)[O-])cc2)cc1 | 1.8 | -12.7 | -1.7 | 1.6 | 13.0 | 0.2 | 5.7 | -1.7 | 6.7
CNC(=O)c1cc(NC(=O)CCn2nc(-c3ccccc3)c3ccccc3c2=O)ccc1OC | -1.6 | 3.7 | -2.9 | 2.9 | -2.7 | -0.1 | 2.6 | 8.4 | -11.3
COC(=O)c1sccc1NC(=O)CSCC(=O)O | -0.5 | -2.9 | -3.6 | 1.6 | -8.7 | 0.0 | -5.9 | -1.2 | -6.8
COCCNC(=S)Nc1cccc2cnccc12 | -2.3 | -1.6 | -4.3 | 1.5 | -1.9 | 0.0 | 1.8 | -6.7 | -14.2
COc1cc(OC)c2c(-c3ccccc3)cc(=O)oc2c1C(CCN1CCCCC1)c1ccc2c(c1)OCO2 (centres undefined) | 6.4 | 3.2 | -0.2 | 0.8 | 6.5 | . | -0.2 | 1.1 | 4.9
COc1cccc(-n2nnc3c(=O)n(Cc4ccc(Br)cc4)cnc32)c1 | -2.5 | 35.3* | 1.1 | 0.7 | -4.9 | -0.3 | 10.7 | -1.4 | 6.9
CC(/C=C/c1cccc([N+](=O)[O-])c1)=N/NC(=O)c1cccnc1 | 0.1 | -5.0 | -2.8 | 2.8 | 15.1 | -0.8 | -6.2 | 3.9 | -4.5
CCc1ccc(C2C(C#N)=C(N)SC(N)=C2C#N)s1 | -0.9 | -1.9 | 90.5* | -0.3 | -0.1 | 0.1 | 52.7* | 0.0 | 3.6
Cc1ccc(C)c(C(=O)CSc2nc3ccccc3c(=O)[nH]2)c1 | -2.6 | 4.4 | -1.7 | -1.4 | 8.1 | 0.0 | 5.9 | 2.0 | 11.2
C=CCN(C(=O)c1csnn1)C(C(=O)NC1CCCCC1)c1ccc(F)cc1 (centres undefined) | -1.9 | -1.6 | -2.9 | 0.4 | 10.1 | 0.0 | -16.0 | 1.8 | -8.4
CCC(C)C(NC(=O)c1ccc(Cl)cc1)C(=O)O (centres undefined) | -6.9 | -11.3 | -3.8 | 0.8 | 1.2 | 0.1 | 3.4 | -5.7 | -5.6
COc1ccc(Cl)cc1NC(=O)CN(C)S(=O)(=O)c1cccs1 | 4.9 | 6.3 | 5.1 | 0.8 | -0.4 | -0.1 | 1.0 | -3.8 | -12.4
CCN(CC(O)CON=C1c2ccccc2-c2ccccc21)S(=O)(=O)c1ccc(Cl)cc1 (centres undefined) | 0.5 | -16.1 | 4.1 | 0.6 | -21.3 | -0.3 | 5.3 | -1.2 | 6.5
O=C(CNC(=O)c1ccc(Cl)cc1Cl)OCCOc1ccccc1 | -6.9 | -3.7 | -1.8 | 1.1 | -18.4 | 0.0 | -2.8 | -2.0 | -12.3
CCC(C)(c1nnnn1-c1c(C)cccc1C)N(N=O)c1ccccc1Cl (centres undefined) | 3.1 | 10.0 | 3.0 | 3.0 | 8.3 | -0.3 | -1.6 | -1.0 | 12.6
Nc1ccc(-c2ccc(N)c([N+](=O)[O-])c2)cc1[N+](=O)[O-] | 10.8 | -12.8 | 0.4 | -0.3 | 13.9 | 0.3 | 18.0 | 0.0 | 1.3
O=C(CSc1ccc(Br)cc1)N1CCN(C(=O)c2ccco2)CC1 | -2.2 | -10.9 | 2.0 | 6.7 | -5.2 | 0.3 | 1.2 | 1.2 | -2.5
COc1ccc(C(=O)N(C)C2(C)CCS(=O)(=O)C2)cc1OC (centres undefined) | -2.6 | -5.2 | -1.5 | 0.3 | 1.2 | -0.1 | 3.3 | -5.3 | 4.0
CCN(CC)C(=O)C(=O)c1cccn1-c1ccccc1C#N | 5.3 | -1.2 | -6.6 | 3.0 | 15.7 | 0.1 | -8.7 | 3.1 | -13.1
CCc1ccc(C(=O)Cn2ncc(Cl)c(Cl)c2=O)cc1 | -6.5 | -6.9 | 0.5 | 1.1 | 12.8 | 0.4 | 4.4 | 2.0 | -6.1
Cc1nc(NC(=O)c2csc3ccccc23)sc1C | 8.7 | -7.2 | 1.5 | 7.7 | 15.0 | 0.5 | 6.0 | -8.5 | -3.8
Cc1ccc(C(=O)N(c2ccccn2)C(C)c2ccco2)cc1 (centres undefined) | -0.2 | -3.5 | -1.4 | 0.3 | -1.7 | 0.1 | -1.1 | -2.7 | -3.0
Cc1ccc(NC(=O)COn2nnc3ccc(S(=O)(=O)N(C)C)cc32)cc1F | -0.4 | -1.0 | 4.3 | 2.3 | 2.5 | -0.1 | 2.3 | 4.3 | -8.6
The list continues.
SMILES | PP1 counter | EBNA-1 inhibitor | TPT1 inhibitor | PP5 primary | PREPL inhibitor | Efflux pump inh | core dimer inh | CTSL1 counter | ZTA DNA inh
O=C(O)c1nc(N2CCOCC2)nc(N2CCOCC2)n1 | -0.2 | 10.7 | -1.7 | -0.7 | -1.1 | -0.1 | -4.5 | -2.2 | -5.7
CNC(=O)c1ccccc1NC(=O)c1cccc(S(=O)(=O)N2CCC(C)CC2)c1 | 2.6 | -14.9 | -0.8 | 4.7 | -32.9 | 0.1 | 5.4 | -4.0 | -0.8
CCOc1cc(C(=O)N/N=C/C(Br)=C/c2ccccc2)cc(OCC)c1OCC | 10.0 | 12.6 | -1.8 | 1.4 | 13.3 | 0.5 | 17.2 | 4.2 | 7.0
Cc1ccc(C(=O)NN2C(=O)C3C(C2=O)C2C=CC3C23CC3)cc1 (centres undefined) | -3.8 | -15.6 | 1.1 | -2.8 | 12.8 | 0.6 | -0.9 | -2.6 | -15.2
Nc1nc(-c2ccccc2)c(N=Nc2ccc(Cl)cc2)s1 | 7.8 | -2.4 | -1.9 | 2.2 | -3.5 | 0.1 | 11.2 | -0.2 | 3.7
CCN(C(=O)c1cc2c(=O)[nH]c3ccc(C)cc3c2s1)c1ccc(OC)cc1 | 0.8 | -10.8 | -3.9 | -2.2 | -2.8 | -0.1 | 8.2 | -5.0 | 5.0
NC(=O)c1c(NC(=O)C2COc3ccccc3O2)sc2c1CCN(Cc1ccccc1)C2 (centres undefined) | -5.3 | 1.9 | 67.1* | -2.6 | 9.1 | 0.0 | 2.7 | 4.5 | -13.0
